p-CIP stab down: lowers stability of the mouse p/CIP coactivator protein; Q05BA5; F442A p/CIP-EGFP cells, EGFP fluorescence, 16 h; decrease of EGFP signal, % at 10 µM; 0.01% of 290,000 active;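 active = EGFP signal decrease of at least 30% at 10 µM or well 3 SD below plate mean, unless failing retest; inactive = the rest, including hits failing retest or dose response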; note: some compounds called inactive have numbers as strong as hits; many of its hits are not listed in these tables
PfM18AAP inh: blocks P. falciparum M18 aspartyl aminopeptidase | recombinant PfM18AAP, H-Glu-NHMec fluorogenic cleavage | inhibition, % at 7.35 µM | 1.2% of 290,000 active | AID 1822;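 active = inhibition above the campaign mean inhibition over all tested compounds plus 3 SD, cut at about 28% in these data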;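 note: 0% = plate median of test compound wells and 100% = 2 mM ZnCl2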
IDE cell inh: inhibitors of human insulin-degrading enzyme in cells; 0.41% of 320,000 active; HEK cells, FAbetaB cleavage, fluorescence polarization; inhibition, % at 5.59 µM; AID 434962;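 active = percent inhibition above the average of all tested compounds plus 3 SD, set per screening campaign, cut at about 16% in these data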;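 note: IDE supplied by intact live HEK cells; FP after avidin binding of uncleaved biotin substrate so inhibition keeps polarization high; 0% = DMSO wells and 100% = 60 µM reference IDE inhibitor Ii1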
GPR7 antagonist: blocks human GPR7 receptor signaling; P48145; GPR7-expressing cells, fluorescence antagonist assay; inhibition, % at 4.4 µM; 1.1% of 290,000 active; in the data active = inhibition above about 16%, passing the limit was not always enough;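 note: cells stimulated with the agonist NPW; 0% = agonist with vehicle and 100% = vehicle without agonist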
Target sequence (P48145 whole entry, looked up): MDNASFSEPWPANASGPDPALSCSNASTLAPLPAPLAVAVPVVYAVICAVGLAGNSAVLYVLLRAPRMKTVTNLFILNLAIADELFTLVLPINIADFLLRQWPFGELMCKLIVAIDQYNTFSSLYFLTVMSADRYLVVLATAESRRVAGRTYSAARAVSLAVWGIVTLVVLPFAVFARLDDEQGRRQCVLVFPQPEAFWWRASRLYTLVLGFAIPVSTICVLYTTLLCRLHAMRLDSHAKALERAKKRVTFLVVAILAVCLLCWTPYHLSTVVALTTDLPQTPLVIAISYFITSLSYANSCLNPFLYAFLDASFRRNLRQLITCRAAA
VIM-2 inhibitor: blocks Pseudomonas aeruginosa VIM-2 metallo-beta-lactamase | inhibition, % at 5.6 µM | AID 1527 | 0.89% of 290,000 active | purified VIM-2, nitrocefin hydrolysis, epi-absorbance fluorescence;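 active = inhibition above the mean of all tested compounds plus 3 SD, cutoff set per screening run, cut at about 7.5% in these data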;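 note: red hydrolysis product quenches plate fluorescence so inhibitors raise well fluorescence; 0% = enzyme with DMSO and 100% = DMSO without enzyme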
IDE act: IDE (human) activation, cell-based. 0.073% of 340,000 active. activation, % at 5.96 µM. AID 493087. HEK cells, FAbeta-B cleavage, fluorescence polarization; 0% vehicle, 100% cell-free pure enzyme wells;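 active = activation above the mean of all tested compounds plus 3 SD, set per screening campaign, cut at about 17% in these data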
IMP-1 inh: blocks Pseudomonas aeruginosa IMP-1 metallo-beta-lactamase; purified IMP-1, nitrocefin hydrolysis, epi-absorbance fluorescence; inhibition, % at 5.6 µM; 0.45% of 290,000 active; AID 1556;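 active = inhibition above the mean plus 3 SD of all compounds in the same screening run, cut at about 4.5% in these data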;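 note: 0% = IMP-1 with DMSO and 100% = DMSO wells lacking enzyme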
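system = purified recombinant IMP-1 beta-lactamase | amount = 0.2 nM IMP-1, as dispensed | medium = HEPES buffer pH 7.1 with ZnSO4 and Brij 35 | times = 25 °C, 15 min preincubation, 25 min reaction | detection = plate fluorescence quenching by hydrolysis product, ex 480/em 530 nm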
NALP1 inh: inhibitors of NALP1 inflammasome in yeast | S. cerevisiae NALP1/ASC/caspase-1 growth, X-gal OD620, 72 h | inhibition, % at 10 µM | 0.61% of 280,000 active | AID 2071; in the data active = inhibition mostly above about 24%, no sharp cut-off; inactive = mostly below about 32%; note: some compounds called inactive have numbers as strong as hits
PHOSPHO1 inh: blocks human PHOSPHO1 phosphatase activity; 1.1% of 290,000 active; recombinant PHOSPHO1, absorbance phosphatase assay; inhibition, % at 13.3 µM; AID 1565; in the data active = inhibition above about 60%
Target sequence (Q8TCT1 whole entry, looked up): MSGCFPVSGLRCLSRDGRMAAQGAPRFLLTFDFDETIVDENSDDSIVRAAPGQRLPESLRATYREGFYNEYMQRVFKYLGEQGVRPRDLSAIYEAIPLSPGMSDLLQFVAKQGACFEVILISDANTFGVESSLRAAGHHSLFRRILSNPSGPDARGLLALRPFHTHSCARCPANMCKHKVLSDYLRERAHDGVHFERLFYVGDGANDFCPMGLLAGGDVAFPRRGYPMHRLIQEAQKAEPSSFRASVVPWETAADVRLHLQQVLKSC
* = called active by the depositor; x = no result given.

Fields: VIM-2 inhibitor | IDE cell inh | p-CIP stab down | PHOSPHO1 inh | NALP1 inh | PfM18AAP inh | IMP-1 inh | GPR7 antagonist | IDE act
> O=C(CSC1CC(=O)N(CC(c2ccccc2)c2ccccc2)C1=O)Nc1ccc(Cl)cc1 (centres undefined)
→ -4.0 | -2 | -16 | 33 | -2 | -2 | -2.9 | -3 | 3
> COC(=O)C1CCCN1C(=O)C12CC3CC(CC(C3)C1)C2 (centres undefined)
→ -3.9 | 9 | -3 | 1 | -4 | -9 | -3.0 | -11 | 4
> CCCc1cc(C(=O)N(C2CCCCC2)C2CCCCC2)no1
→ -5.1 | -1 | -6 | -20 | 3 | -1 | -1.3 | -16 | 2
> O=C(NCCc1ccc(Cl)cc1)c1cccnc1
→ -2.5 | 4 | -1 | 17 | 11 | -14 | -5.7 | -3 | 0
> CC(=O)c1ccc(NC(=O)C(C)N2CCN(C/C=C/c3ccccc3)CC2)cc1 (centres undefined)
→ 1.6 | -8 | 6 | 11 | -28 | -6 | -0.1 | 16 | 3
> FC(F)(F)C(Oc1nc(NC2CCCCC2)nc(N2CCOCC2)n1)C(F)(F)F
→ -2.2 | 1 | 4 | 16 | -2 | -2 | -2.9 | 1 | 6
> O=C1C2C3C=CC(C3)C2C(=O)N1Cc1ccccc1 (centres undefined)
→ -4.8 | 0 | -20 | -5 | 4 | 6 | -4.2 | -11 | 4
> O=C(Cn1nc(-c2ccco2)ccc1=O)Nc1cc(Cl)ccc1Cl
→ -0.4 | 5 | -1 | -7 | 4 | -16 | -0.3 | -3 | 1
> CC(C)(C)C(=O)Nc1nnc(SCC(=O)Nc2ccc3c(c2)OCO3)s1
→ -4.2 | 5 | -4 | -8 | 21 | -18 | -1.1 | 9 | 5
> CCOC(=O)c1[nH]c2ccc(C)cc2c1N=C(C)N(C)C
→ -1.6 | -6 | -11 | -14 | 18 | -4 | 2.7 | -13 | 3

(next part)
Fields: VIM-2 inhibitor | IDE cell inh | p-CIP stab down | PHOSPHO1 inh | NALP1 inh | PfM18AAP inh | IMP-1 inh | GPR7 antagonist | IDE act
> N#Cc1c(N)n(CCNC(=O)c2ccccc2)c2nc3ccccc3nc12
→ 2.0 | 3 | 1 | -8 | 13 | 2 | 0.0 | 0 | -3
> O=C(CSCc1ccc(Br)cc1)Nc1ccc(S(=O)(=O)N2CCCCCC2)cc1
→ -0.4 | 7 | -1 | 6 | 22 | -11 | -0.4 | -6 | 0
> Cc1nc(C(=O)NNC(=O)c2ccccc2Cl)c(C(F)(F)F)o1
→ -4.9 | 5 | 6 | 20 | 0 | -1 | -3.3 | -8 | 4
> O=C(Nc1ccc(Cl)cn1)C1CCN(S(=O)(=O)c2cccs2)CC1
→ -0.1 | -4 | -8 | 16 | -8 | -2 | -2.6 | 11 | -9
> Cc1cc(NC(=O)c2cc(CC(C)C)on2)n(-c2ccccc2)n1
→ -2.4 | 6 | 1 | -17 | -70 | 1 | -1.3 | -2 | 1
> Cc1cc(C)nc(SCc2ccc(C(=O)N/N=C/c3ccccc3C(=O)O)cc2)n1
→ -4.2 | -2 | -4 | 48 | -5 | 5 | -3.3 | 3 | 7
> COc1ccc(CC(=O)Nc2cccc(-c3nnc(-c4ccc(C)cc4)o3)c2)cc1OC
→ -3.0 | -2 | -2 | 0 | -4 | -1 | -2.1 | -9 | -2
> CC(C)CNC(=O)CN1C(=O)NC2(CCCc3ccccc32)C1=O (centres undefined)
→ -1.0 | -2 | 0 | 30 | 17 | -6 | -3.1 | -11 | -4
> CCOC(=O)c1c(C)[nH]c(C(=O)CN2CCOCC2)c1C
→ 0.4 | 4 | -7 | 1 | x | 2 | -1.4 | -13 | 1
> Cc1nn(Cc2ccccc2)c(C)c1/C=N/NC(=O)CNc1cccc(C(F)(F)F)c1
→ -0.9 | -1 | -11 | -30 | 16 | 0 | -2.6 | -8 | 3

(cont.)
Fields: VIM-2 inhibitor | IDE cell inh | p-CIP stab down | PHOSPHO1 inh | NALP1 inh | PfM18AAP inh | IMP-1 inh | GPR7 antagonist | IDE act
> COc1cc(/C=C2/C(=O)N(c3ccc(C(=O)O)cc3)N=C2C)cc(OC)c1O
→ -11 | x | -12 | 24 | 7 | 50* | -11 | -5 | -3
> Cc1ccc(CNC(=O)C2CCCN(c3nn4c(=O)cc(C)nc4s3)C2)cc1 (centres undefined)
→ -2.1 | -7 | 13 | -8 | -43 | -2 | -2.9 | -9 | 1
> CCCN1CCC(N(CCc2ccccc2)Cc2ccccc2)CC1
→ -1.4 | -3 | -3 | 14 | 4 | -14 | -2.1 | 4 | -5
> CCOc1ccc(CCNC(=O)c2nnn(CC(=O)Nc3ccc(OC)cc3)c2N)cc1OCC
→ -3.3 | 4 | 10 | 21 | -11 | 0 | -1.0 | 7 | 3
> Cn1nnnc1SCC1=C(C(=O)O)N2C(=O)C(NC(=O)C3CC3c3ccccc3)C2SC1 (centres undefined)
→ -0.7 | 7 | 5 | 37 | 22 | 14 | -3.1 | -9 | -2
> COc1cc(C(=O)Oc2cccnc2)cc(OC)c1OC
→ 0.0 | 4 | -1 | x | x | -6 | -0.9 | 2 | 0
> O=C(CN(c1ccccc1)S(=O)(=O)c1ccc(F)cc1)N1CCCCCC1
→ -2.3 | 1 | -8 | -36 | 3 | -1 | -1.1 | -6 | 4
> COc1ccc(NC(=O)CSc2nc(N)c(C(=O)Nc3ccc(N(C)C)cc3)s2)cc1
→ -3.5 | -3 | 10 | 66* | 16 | 10 | -1.0 | 4 | 0
> C=CCSc1nc(N)c(C#N)c(-c2ccc(C)cc2)c1C#N
→ 0.0 | 2 | -5 | 28 | 6 | -5 | -1.6 | -9 | 2
> COc1cc(OC)cc(C(=O)NCC(=O)OCC(=O)C(C)(C)C)c1
→ -1.0 | 0 | 4 | -17 | -2 | -1 | -0.3 | -6 | -3

Next part.
Fields: VIM-2 inhibitor | IDE cell inh | p-CIP stab down | PHOSPHO1 inh | NALP1 inh | PfM18AAP inh | IMP-1 inh | GPR7 antagonist | IDE act
> Cc1cc(C)c(S(=O)(=O)N2CCN=C2c2ccccc2)cc1C
→ -1.5 | 7 | -10 | 4 | 2 | 0 | -4.5 | 3 | -2
> Cc1ccc(S(=O)(=O)NC(=O)NCC2CCN(S(=O)(=O)c3ccccc3)CC2)cc1
→ 1.1 | 2 | -1 | 32 | 25 | -1 | 2.7 | 24 | 3
> Cc1n[nH]c(C)c1S(=O)(=O)N(CC(=O)Nc1ccc2c(c1)OCCO2)c1ccc(C(C)C)cc1
→ -2.7 | 1 | -8 | 9 | -14 | 6 | -5.5 | -6 | 4
> COc1ccc(S(=O)(=O)N2CCOCC2)cc1C(=O)Nc1nc2ccccc2s1
→ -4.9 | 0 | -4 | -23 | 6 | 5 | -3.1 | -4 | 4
> Cc1ccc(C(=O)Nc2ccccc2C(=O)NC(CC(=O)O)C(=O)O)cc1 (centres undefined)
→ -4.4 | -4 | 1 | 24 | 15 | 4 | -4.2 | -14 | 2
> Cn1c(Oc2ccccc2NCc2cc(Br)ccc2O)cc(=O)n(C)c1=O
→ -1.1 | -2 | -8 | 7 | 17 | 10 | -2.2 | 10 | 1
> O=C(Nc1cccc2c1CCCC2)c1ccco1
→ -1.3 | -1 | -12 | -22 | -2 | 2 | -2.0 | -6 | 2
> CCOc1cc(N2CCOCC2)c(OCC)cc1NC(=O)c1ccc(-n2ccnc2)c([N+](=O)[O-])c1
→ 68* | -2 | 11 | 36 | -3 | 11 | -4.4 | -13 | 1
> Cc1ccc(-c2nc(CN(CC3CCC3)CC3CCCO3)c(C)o2)s1 (centres undefined)
→ -0.3 | -3 | -7 | 22 | 4 | -12 | -0.3 | 7 | -1
> CCN(CC)S(=O)(=O)c1cc(C(=O)OCC(=O)NC2CCCc3ccccc32)ccc1C (centres undefined)
→ -3.7 | 0 | -6 | 16 | 25 | -1 | -2.8 | -1 | -3

Further structures.
Fields: VIM-2 inhibitor | IDE cell inh | p-CIP stab down | PHOSPHO1 inh | NALP1 inh | PfM18AAP inh | IMP-1 inh | GPR7 antagonist | IDE act
> COc1ccc(CC(C(=O)Nc2cc(C)ccc2C)/C(N)=N/O)cc1 (centres undefined)
→ -2.3 | 6 | -14 | 34 | 5 | 4 | -4.6 | -6 | 6
> CCc1nc2sc(C)c(C)c2c(=O)n1CCO
→ -3.5 | 5 | -15 | 13 | -17 | 4 | -3.1 | -2 | 3
> CSc1nnc(Cc2sc(-c3ccccc3)nc2-c2ccccc2)o1
→ -0.8 | -2 | -14 | 7 | 11 | 8 | -0.5 | 4 | 5
> O=[N+]([O-])c1ccc(N2CCCC2)cc1NC1CC1
→ 1.0 | -4 | 10 | -2 | 19 | 5 | -5.0 | -8 | 5
> COc1cccc(NC(=O)CNC(=O)N2CC(=O)Nc3ccccc32)c1
→ -3.4 | 5 | -6 | 50 | 16 | 5 | -4.1 | 0 | -5
> O=S1(=O)C=C(SCCN2CCCC2)c2ccccc21
→ -1.9 | 0 | 4 | 8 | 10 | -1 | -4.3 | -2 | 5
> Cc1cc(C)c2c(n1)sc1c(=O)[nH]c(SCc3ccccc3)nc12
→ -2.4 | 4 | -7 | 2 | 32 | 3 | -1.8 | -11 | 0
> COc1ccc(CCNC(=O)Cn2c(=O)oc3cc(Cl)ccc32)cc1OC
→ -3.3 | 1 | 10 | 18 | x | 2 | -2.1 | -10 | 3
> CCCN1CCN(CCCNC(=O)C2CCN(c3nnc(-n4cccc4)s3)CC2)CC1
→ 1.5 | 2 | -3 | 6 | 20 | -13 | -0.6 | -4 | 2
> CC1=C(C(N)=O)C(c2ccc(Br)cc2)n2nc(CCCO)nc2N1 (centres undefined)
→ -1.0 | 4 | 8 | -6 | 4 | -1 | 0.4 | -5 | 3
> O=C(Cc1ccc(Br)cc1)Nc1ccc(S(=O)(=O)Nc2ncccn2)cc1
→ 0.7 | 1 | -8 | 34 | 12 | -13 | -1.5 | -13 | 0
> CN(C)c1ccc(CNCCC2CCOC(C)(C)C2)cc1 (centres undefined)
→ -2.4 | 4 | -13 | -60 | 12 | 4 | -3.2 | -2 | x
> CC(C)CC(COCc1ccc(F)cc1)N1CCN(C(=O)c2cccc(C(F)(F)F)c2)CCC1=O (centres undefined)
→ -3.2 | 0 | -2 | 4 | 32 | -1 | -1.5 | 8 | -6

In another format: results already given
SMILES	VIM-2 inhibitor	IDE cell inh	p-CIP stab down	PHOSPHO1 inh	NALP1 inh	PfM18AAP inh	IMP-1 inh	GPR7 antagonist	IDE act
COc1ccc(CC(C(=O)Nc2cc(C)ccc2C)/C(N)=N/O)cc1 (centres undefined)	-2.3	6	-14	34	5	4	-4.6	-6	6
CCc1nc2sc(C)c(C)c2c(=O)n1CCO	-3.5	5	-15	13	-17	4	-3.1	-2	3
CSc1nnc(Cc2sc(-c3ccccc3)nc2-c2ccccc2)o1	-0.8	-2	-14	7	11	8	-0.5	4	5
O=[N+]([O-])c1ccc(N2CCCC2)cc1NC1CC1	1.0	-4	10	-2	19	5	-5.0	-8	5
COc1cccc(NC(=O)CNC(=O)N2CC(=O)Nc3ccccc32)c1	-3.4	5	-6	50	16	5	-4.1	0	-5
O=S1(=O)C=C(SCCN2CCCC2)c2ccccc21	-1.9	0	4	8	10	-1	-4.3	-2	5
Cc1cc(C)c2c(n1)sc1c(=O)[nH]c(SCc3ccccc3)nc12	-2.4	4	-7	2	32	3	-1.8	-11	0
COc1ccc(CCNC(=O)Cn2c(=O)oc3cc(Cl)ccc32)cc1OC	-3.3	1	10	18	x	2	-2.1	-10	3
